Source: PubChem
RGS4 inh – Inhibitors of Regulator of G Protein Signaling (RGS) 4: qHTS | Transcreener GDP fluorescence polarization, RGS4-accelerated GTP hydrolysis | AID 504845, 2011 | 0.039% of 390,000 active | Potency, µM (highest dose often 114 µM), inactives show top-dose activity change, negative = inhibition, actives largely listed as inhibitors | Regulator of G-protein signaling 4 (Homo sapiens), P49798; also: potency is read from the fitted curve at half-maximal effect; % is scaled to controls: 0 for no effect and ±100 for the full control effect; nearly all actives have a fitted effect of over 75% in size; some results filed as inactive show a strong effect at the top dose
Target sequence (P49798 whole entry, looked up): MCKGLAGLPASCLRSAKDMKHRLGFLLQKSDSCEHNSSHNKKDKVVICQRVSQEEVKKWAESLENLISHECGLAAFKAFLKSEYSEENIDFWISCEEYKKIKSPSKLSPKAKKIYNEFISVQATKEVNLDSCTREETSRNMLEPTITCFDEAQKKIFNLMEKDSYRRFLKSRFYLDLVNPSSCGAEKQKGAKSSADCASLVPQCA
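MLSMR compounds (23 nl, pin-transferred) preincubated 10 min at room temperature with a 500nM (2x) first reagent, then RGS4 at 900nM (2x) plus Transcreener GDP mix added; fluorescence polarization (620/688 nm) read before and after 90 min at 30 °C.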
D2 agonist – HTS Assay for Allosteric Agonists of the Human D2 Dopamine Receptor: Primary Screen for Agonists | 0.53% of 340,000 active | D(2) dopamine receptor (Homo sapiens), P14416 | activation, % at 2 µM | HEK293 T-REx D2 cells, calcium flux agonist mode | AID 485358, 2010;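 active = activation over 3 SD above normal in the single-dose calcium agonist read, cut at about 30% in these data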; also: 0% is about no effect
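In this primary screen, compounds producing a positive calcium signal within 180 s of addition to tetracycline-induced, force-coupled HEK293 Trex D2 cells are flagged; cells are dye-loaded with a no-wash calcium kit beforehand.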
D2 antag – HTS Assay for Allosteric Antagonists of the Human D2 Dopamine Receptor: Primary Screen for Antagonists; inhibition, % at 10 µM; HEK293 TREx D2 cells, calcium flux, dopamine EC80; 2% of 340,000 active; AID 485344, 2010; in the data active = inhibition above about 30%; also: 0% is about no effect
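Read-out: kinetic calcium fluorescence (1 cycle/s) in inducible HEK293 T-REx D2 cells after an EC80 dopamine addition that followed 180 s compound preincubation. Loss of the dopamine response indicates antagonism.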
Vif-APOBEC3F blk – qHTS for Inhibitors of Vif-A3F Interactions: qHTS; 0.2% of 390,000 active; Potency, µM (highest dose often 46.1 µM), without a hit: top-dose activity, negative = active; HeLa A3F-eYFP + Vif (tagged APOBEC3F with the HIV-1 protein that degrades it), YFP fluorescence increase; AID 602313, 2012; also: potency is read from the fitted curve at half-maximal effect; % of control where 0% means no effect; nearly all actives have a fitted effect of over 65% in size
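HeLa cells stably expressing Vif plus C-terminally eYFP-tagged A3F were seeded, incubated overnight at 37 deg C, dosed with compound, incubated overnight again at 37 deg C. Yellow fluorescence (Ex 488/Em 500-530) reported blocked Vif-mediated A3F-eYFP degradation.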
Vif-A3G inh – qHTS for Inhibitors of Vif-A3G Interactions: qHTS; HeLa A3G-eYFP + Vif (tagged APOBEC3G with the HIV-1 protein that degrades it), YFP fluorescence, overnight; Potency, µM (top dose mostly 46.1 µM), for inactives: at the highest dose activity, negative = active, most hits filed as inhibitors; 0.076% of 410,000 active; AID 602310, 2012;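 also: potency is read from the fitted curve at half-maximal effect; % is scaled to controls: 0 for no effect and ±100 for the full control effect; nearly all actives have a fitted effect of over 60% in size; hits raise eYFP signal because A3G escapes Vif-driven loss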
Target sequence (Q9HC16 whole entry, looked up): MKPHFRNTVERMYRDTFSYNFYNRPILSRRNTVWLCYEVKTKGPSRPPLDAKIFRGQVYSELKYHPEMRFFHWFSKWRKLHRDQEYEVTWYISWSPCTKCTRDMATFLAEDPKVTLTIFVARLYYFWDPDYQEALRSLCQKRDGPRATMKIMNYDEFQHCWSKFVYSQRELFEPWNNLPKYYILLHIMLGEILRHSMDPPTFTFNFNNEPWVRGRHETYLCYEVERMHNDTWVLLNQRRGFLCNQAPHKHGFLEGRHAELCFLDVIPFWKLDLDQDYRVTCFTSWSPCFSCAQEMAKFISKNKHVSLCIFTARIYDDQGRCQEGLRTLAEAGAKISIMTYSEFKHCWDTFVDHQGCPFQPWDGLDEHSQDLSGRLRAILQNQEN
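Read-out is eYFP fluorescence (Ex 488/Em 500-530) from Vif-expressing HeLa A3G-eYFP cells; more signal means A3G escaped Vif-mediated degradation. Cells plated overnight, compound pinned in, incubated overnight at 37 deg C.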
ERG-DNA inh – qHTS for Small Molecule Inhibitors of the ERG Ets/DNA interaction. 0.028% of 370,000 active. fluorescence polarization, His-ERG Ets domain / labelled DNA. Potency, µM (series often up to 76.9 µM), for inactives: at the highest dose FP activity, negative = inhibition, most hits filed as inhibitors. AID 624246, 2012; active = well fitted inhibition curve with a large enough effect in the polarisation, with a control signal flat; inconclusive = small, poorly fitted or top-dose-only effect, or effect the other way, or a change in a side signal; inactive = no such curve, though single readings can be large or run the other way; the % refers to the polarisation;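 also: polarization taken with two DNA probes labelled with fluorescein and Texas red; potency is read from the fitted curve at half-maximal effect; % of control where 0% means no effect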
Target sequence (P11308 whole entry, looked up, the tested form may be a part): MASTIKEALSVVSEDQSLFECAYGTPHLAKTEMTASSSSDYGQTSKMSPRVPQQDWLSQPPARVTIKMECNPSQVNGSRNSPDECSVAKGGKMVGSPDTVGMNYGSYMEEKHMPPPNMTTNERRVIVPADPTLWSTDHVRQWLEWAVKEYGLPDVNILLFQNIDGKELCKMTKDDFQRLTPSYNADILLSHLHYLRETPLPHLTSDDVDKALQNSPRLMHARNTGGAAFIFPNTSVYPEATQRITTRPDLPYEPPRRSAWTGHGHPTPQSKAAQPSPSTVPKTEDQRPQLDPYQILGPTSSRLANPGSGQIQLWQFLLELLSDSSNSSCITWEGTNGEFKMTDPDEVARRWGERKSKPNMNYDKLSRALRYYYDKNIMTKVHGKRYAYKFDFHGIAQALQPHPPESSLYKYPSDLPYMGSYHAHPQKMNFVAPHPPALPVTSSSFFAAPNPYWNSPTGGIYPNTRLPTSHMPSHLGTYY
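His-tagged ERG Ets domain (1 uM in the protein solution; 300mM KCl, 50mM Tris-HCl, 1mM EDTA, 1mM DTT, pH 7.5) received compound, then a probe mix of 5 nM fluorescein-DNA and 100nM Texas-615-DNA. Fluorescence polarization was read for both dyes.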
Glioma ERSR ind – qHTS for Inducers of the Endoplasmic Reticulum Stress Response (ERSR) in Human Glioma: qHTS | U87-MG GRP78 promoter luciferase reporter, 16 h | 0.02% of 420,000 active | Potency, µM, for inactives: at the top dose activation, hits mostly activators; also: potency is read from the fitted curve at half-maximal effect; series mostly up to about 76 µM; % of control where 0% means no effect; nearly all actives have a fitted effect of over 35% in size
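Stably transfected U87-MG glioma cells carrying a GRP78-based luciferase sensor; 16 h compound incubation. Luminescence end-point read 10 min after Bright-Glo addition at room temperature.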
12-LOX inh – Primary qHTS assay for inhibitors of human arachidonate 12S-lipoxygenase (ALOX12): Round 2; Polyunsaturated fatty acid lipoxygenase ALOX12 (Homo sapiens), P18054; purified 12hLO, xylenol orange hydroperoxide absorbance; Potency, µM (titrated, usually from 108 µM), without a hit: at the top dose activity change, negative = inhibition, hits mostly inhibitors; 1.1% of 580,000 active; also: potency is read from the fitted curve at half-maximal effect; % is scaled to controls: 0 for no effect and ±100 for the full control effect
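Hydroperoxide product was detected by ferrous iron/xylenol orange as the 573 to 405 nm absorbance ratio. Arachidonic acid at 40 uM (final) was turned over for 30 min at room temperature by 150 nM human 12hLO, pH 7.0 Hepes buffer, after 15 min compound preincubation.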
LDHA inh – qHTS assay for inhibitors of human lactate dehydrogenase; L-lactate dehydrogenase A chain (Homo sapiens), P00338; purified LDHA, NADH/diaphorase-resazurin fluorescence; stronger effect = lower value; activity change, % (values are at about 110 or 230 µM); 0.15% of 480,000 active; AID 1347041, 2019; in the data active = activity change below about -30%; inconclusive = mostly about -25% to -30%;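 also: plate controls were DMSO wells for no effect and wells without enzyme for full effect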
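Enzyme activity of human lactate dehydrogenase 5 (2 nM; 0.06 mM NADH, 0.2 mM pyruvate, 5 min, RT) is measured via a resazurin/diaphorase fluorescence readout of residual NADH.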
Active calls of the source: *; ? = inconclusive; nt = no result given; [ ] = remark or other dose. Unless noted, calls follow the shape of the dose curve; as a rule, active = well fitted curve in the direction sought with a large enough effect; inconclusive = small, poorly fitted or top-dose-only effect, or another doubt; inactive = no such curve, though single readings can be large; an effect the other way counts as inactive or inconclusive.

No.	Molecule	RGS4 inh	D2 agonist	D2 antag	Vif-APOBEC3F blk	Vif-A3G inh	ERG-DNA inh	Glioma ERSR ind	12-LOX inh	LDHA inh
1	CC1NC(=O)NC1CCCCC(=O)O (configuration not stated)	-11%[11.4 µM]	-1.0	12	-6%	0%	-9%	-5%	0%	-1
2	CCOC(=O)C(C)(C)NS(=O)(=O)c1ccc(Cl)c([N+](=O)[O-])c1	-5%	-1.1	-1	2%	-5%	-4%	-6%	-10%	2
3	CS(=O)(=O)c1cccc(-c2nnc(NC(=O)c3ccc4c(c3)OCCO4)o2)c1	-26%	0.8	nt	?	0%	-18%	0%	-19%	3
4	O=C(O/N=C(\c1ccccc1)c1ccccn1)c1ccc(Cl)c(Cl)c1	2%	10	-3	-2%	0%	-13%	-4%	-21%	-1
5	CN1C(=O)c2ccc(NC(=S)NC(=O)C(C)(C)C)cc2C1=O	-31%	-0.8	5	6%	-2%	-1%	3%	?	-11
6	CC(Oc1ccc(Br)cc1)C(=O)N1CCc2ccccc21 (configuration not stated)	-25%	0.1	-27	nt	0%	-2%	-5%	-8%	4
7	O=C(O)c1ccccc1S(=O)CCO (configuration not stated)	-5%	0.6	0	-4%	2%	10%	-3%	?	-2
8	O=C(c1cc(S(=O)(=O)N2CCCCC2)ccc1F)N1CCCCC1	21%	-0.3	-6	-9%	4%	-4%	-1%	26%	-10
9	CCc1ccc([C@@H]2CC=C(C(=O)O)CN2S(=O)(=O)c2ccc(C)cc2)cc1	-12%	-0.6	3	0%	-4%	-4%	-5%	-22%	0
10	COc1ccccc1N1CCN(S(=O)(=O)CCNC(=O)C(C)Oc2ccccc2)CC1 (configuration not stated)	nt	nt	nt	3%	-4%	nt	-6%	-13%	-1
11	CCOC(=O)NC1(C(F)(F)F)NC(=O)N(c2ccc(C)c(C)c2)C1=O (configuration not stated)	-23%	-0.3	nt	4%	-3%	5%	-2%	-16%	-1
12	CCOC(=O)C(NC(=O)c1ccc(F)cc1)(Nc1sc2c(c1C(N)=O)CCC2)C(F)(F)F (configuration not stated)	-52%	-0.1	0	-2%	-4%	-1%	-6%	-24%	0
13	CSc1ccc(S(=O)(=O)Nc2ccc(N3CCOCC3)c(Cl)c2)cc1	-2%	-0.3	-8	-13%	2%	-6%	-2%	-25%[57.4 µM]	3
14	Cc1ccc(C(=O)Nc2ccc(NC(=O)c3ccccc3Cl)c(C)c2)cc1	nt	nt	nt	0%	-7%	nt	-3%	10%	-8
15	CC(=O)N1CCN(S(=O)(=O)c2cccc(C(=O)OCN3C(=O)c4ccccc4C3=O)c2)CC1	7%	nt	nt	15%	0%	-15%	0%	0%	-4
16	Nc1c(C(=O)O)sc2nc(-c3ccccc3)cc(-c3ccccc3)c12	-43%	0.2	4	?	?	-3%	-3%	-21%	-2
17	O=C(Nc1nc(-c2cccs2)cs1)C1CC(=O)N(c2ccc3c(c2)OCCO3)C1 (configuration not stated)	26%	nt	nt	nt	-5%	nt	-1%	nt	-5
18	O=C(C1Cc2ccccc2CN1S(=O)(=O)c1cccs1)N1CCCCCC1 (configuration not stated)	-5%	-0.4	-1	-5%	1%	-1%	-2%	-25%[57.4 µM]	2
19	CCc1ccc(NC(=O)NC2CCCCCCC2)cc1	-3%	0.9	18	3%	3%	-6%	?	208%[activator]	-2
20	Cc1c(C(=O)N2CCCCC2C)sc2nc3n(c(=O)c12)CCC3 (configuration not stated)	12%	0.4	5	-4%	1%	-7%	-3%	-3%	-10

No.	Molecule	RGS4 inh	D2 agonist	D2 antag	Vif-APOBEC3F blk	Vif-A3G inh	ERG-DNA inh	Glioma ERSR ind	12-LOX inh	LDHA inh
21	CCc1cc(=O)oc2c3c(cc(OCC(=O)NCc4ccncc4)c12)OC(C)(C)CC3	-17%	0.5	-3	-2%	-4%	0%	-3%	-1%	-3
22	COC(=O)CN1C(=S)N(Cc2ccccc2)C(=O)C1CC(=O)Nc1ccc(Br)cc1 (configuration not stated)	-3%	1.6	22	1%	0%	8%	-1%	?	-2
23	CCN(C[C@H]1N[C@@](C)(C(=O)OC)[C@H]2C(=O)N(Cc3ccccc3)C(=O)[C@@H]12)C(=O)c1ccc(C(C)(C)C)cc1	-2%	nt	nt	6%	-4%	-3%	-4%	?	2
24	O=C(N1CCCCCC1)N1CCN(S(=O)(=O)c2ccccc2)CC1	29%	0.9	15	-15%	-1%	-4%	-3%	7%	-12
25	Cc1ccccc1CC(=O)N1CCOCC1	17%	1.4	-2	10%	-3%	-4%	-2%	-4%	1
26	CC(=O)c1c(C)nc2nc(-c3ccccc3)nn2c1C	18%	-0.5	nt	2%	-1%	2%	-1%	-22%	-9
27	COc1ccccc1CNC(=O)CS(=O)(=O)Cc1ccccc1	-1%	0.2	1	2%	-11%	1%	11%	-4%	-1
28	COC(=O)c1ccc(S(=O)(=O)N2CCN(CCO)CC2)n1C	-18%	-1.3	0	-17%	1%	-1%	4%	21%	0
29	CC1CN(Cc2ccccc2)c2nc3c(c(=O)n(C)c(=O)n3C)n2C1 (configuration not stated)	0%	0.0	-30	-14%	4%	-5%	-2%	-10%	-1
30	Cc1ccc(-c2nnc(OCC3CCCO3)c3ccccc23)cc1 (configuration not stated)	7%	0.0	-14	-1%	-2%	-16%	-3%	-5%	-6
31	Cc1ccc(Cn2c(C3CCCN3c3nc(-c4ccc(F)cc4)cs3)nc3cc(Cl)c(Cl)cc32)cc1 (configuration not stated)	-15%	nt	nt	-2%	0%	-2%	-2%	?	-1
32	O=C1OCC/C1=C\OCCCO/C=C1\CCOC1=O	16%	1.4	25	0%	-1%	10%	-4%	0%	0
33	Cc1cc(C)c2nc(C)cc(Nc3cccc(C(=O)O)c3)c2c1	5%	0.0	nt	3%	2%	-1%	-3%	-25%	-7
34	CCC1SC2=NC(C)=C(C(=O)OC)C(c3ccc(C)cc3)N2C1=O (configuration not stated)	11%	-1.9	-13	-11%	-5%	3%	-5%	?	-1
35	CC1CN(C(=O)Nc2ccc(C(=O)NCCc3ccc(Cl)cc3)cc2)c2ccccc2S1 (configuration not stated)	-6%	0.2	nt	0%	-2%	0%	-2%	?	-9
36	Cc1c(Cl)cccc1NC(=O)Nc1ccn(C)n1	5%	-0.3	12	14%	2%	6%	-3%	10%	2
37	COc1ccc(Cl)cc1NC(=S)N(Cc1ccccc1C)CC1CCC(C(=O)O)CC1 (configuration not stated)	-14%	-0.4	4	7%	2%	14%	3%	?	-9
38	Nc1nnc(Cc2cccc(Br)c2)s1	13%	1.1	2	7%	1%	-3%	0%	186%[activator]	-7
39	OCCN1CCN(c2ncnc3c2ncn3[C@H]2CN(Cc3ccccc3)C[C@@H](CO)O2)CC1	nt	nt	nt	nt	-2%	nt	0%	-4%	0
40	CCN(C(=O)CN1c2ccccc2CC1C)c1c(N)n(Cc2ccccc2)c(=O)[nH]c1=O (configuration not stated)	-5%	0.7	6	?	-14%	65%[activator]	-1%	-14%	-4

2 compounds picked at random from those above:
No.	Molecule	RGS4 inh	D2 agonist	D2 antag	Vif-APOBEC3F blk	Vif-A3G inh	ERG-DNA inh	Glioma ERSR ind	12-LOX inh	LDHA inh
35	CC1CN(C(=O)Nc2ccc(C(=O)NCCc3ccc(Cl)cc3)cc2)c2ccccc2S1 (configuration not stated)	-6%	0.2	nt	0%	-2%	0%	-2%	?	-9
30	Cc1ccc(-c2nnc(OCC3CCCO3)c3ccccc23)cc1 (configuration not stated)	7%	0.0	-14	-1%	-2%	-16%	-3%	-5%	-6

Other entries follow.
No.	Molecule	RGS4 inh	D2 agonist	D2 antag	Vif-APOBEC3F blk	Vif-A3G inh	ERG-DNA inh	Glioma ERSR ind	12-LOX inh	LDHA inh
41	CCCc1c(O)nc(SCC(=O)NCCc2ccc(OC)c(OC)c2)[nH]c1=O	17%	1.1	-11	1%	-2%	10%	-5%	8%	-8
42	COc1ccc(-c2csc(-c3[nH]cnc3N)n2)cc1	-25%	nt	nt	0%	-5%	-8%	-6%	0%	4
43	CC(NC(=O)c1ccc2nc(Cc3ccccc3)oc2c1)c1ccccc1 (configuration not stated)	-2%	-0.1	nt	4%	-2%	-3%	-1%	-7%	-4
44	COc1ccc(-c2cc(C(=O)Oc3cccc(C)c3C)c3ccccc3n2)cc1	5%	nt	nt	-1%	-4%	0%	-5%	0%	-1
45	COC(=O)c1cc(C)nc2c1c(=O)nc(SCc1ccccc1C)n2C1CC1	-2%	0.1	nt	-1%	-5%	-4%	0%	-12%	-7

Not all compounds are listed; rates above refer to the full screens.
